# Source: PubChem BioAssay
# EPAC2 ag – agonists of human EPAC2 (RAPGEF4); Q8WZA2; EPAC2 activation, biochemical qHTS; response scale: 100% = 6.5 mM cAMP response; Potency, µM (titrated, usually from 154 µM), without a hit: at the highest dose activation, most hits filed as activators; 360,000 compounds, 0.079% hits; AID 720711; also: potency is read from the fitted curve at half-maximal effect; nearly all actives have a fitted effect of over 50% in size
# Target sequence (Q8WZA2 whole entry, looked up): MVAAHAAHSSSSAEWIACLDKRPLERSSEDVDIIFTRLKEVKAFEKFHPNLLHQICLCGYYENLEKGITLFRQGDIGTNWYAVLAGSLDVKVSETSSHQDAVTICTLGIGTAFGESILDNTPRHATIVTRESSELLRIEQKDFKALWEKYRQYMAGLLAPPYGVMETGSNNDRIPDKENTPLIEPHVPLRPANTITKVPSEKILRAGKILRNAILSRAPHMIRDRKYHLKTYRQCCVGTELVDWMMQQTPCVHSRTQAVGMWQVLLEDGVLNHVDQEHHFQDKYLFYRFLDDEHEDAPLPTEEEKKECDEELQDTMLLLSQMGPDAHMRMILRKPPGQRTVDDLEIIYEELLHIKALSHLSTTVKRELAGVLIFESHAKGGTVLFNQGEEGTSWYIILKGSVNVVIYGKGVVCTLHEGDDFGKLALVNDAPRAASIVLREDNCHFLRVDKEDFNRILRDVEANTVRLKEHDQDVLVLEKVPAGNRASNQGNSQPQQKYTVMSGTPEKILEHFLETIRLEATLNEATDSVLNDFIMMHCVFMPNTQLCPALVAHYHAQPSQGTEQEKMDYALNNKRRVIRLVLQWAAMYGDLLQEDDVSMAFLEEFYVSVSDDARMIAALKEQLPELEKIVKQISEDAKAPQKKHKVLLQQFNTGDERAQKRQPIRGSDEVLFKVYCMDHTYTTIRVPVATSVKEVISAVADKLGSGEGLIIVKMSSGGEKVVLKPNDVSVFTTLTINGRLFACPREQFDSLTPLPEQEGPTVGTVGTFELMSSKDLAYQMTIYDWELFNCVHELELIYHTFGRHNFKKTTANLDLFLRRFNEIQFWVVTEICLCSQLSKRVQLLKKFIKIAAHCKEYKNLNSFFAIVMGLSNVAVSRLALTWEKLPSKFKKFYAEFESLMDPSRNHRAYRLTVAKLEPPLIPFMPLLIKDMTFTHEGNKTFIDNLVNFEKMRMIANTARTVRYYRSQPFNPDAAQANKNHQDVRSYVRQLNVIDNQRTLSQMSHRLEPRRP
#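 qHTS, titration series. 100 nM EPAC2 / 250 nM Rap1B-BODIPY-GDP / 50 uM GDP; RT; ex 480/em 540 nm, 5-min reads to 30 min. Norm. to 6.5 mM cAMP = activation.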
# EPAC1 ag – EPAC1 (human) agonism. 360,000 compounds, 0.073% hits. Potency, µM (titrated, usually from 154 µM), without a hit: at the highest dose activation, actives largely listed as activators. EPAC1 agonist qHTS, biochemical assay; response scale: 100% = response to 6.5 mM cAMP; also: potency is read from the fitted curve at half-maximal effect; nearly all actives have a fitted effect of over 60% in size
#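 EPAC1 100 nM, Rap1B–BODIPY-GDP 250 nM, unlabeled GDP 50 uM; compound titration; 5 min RT; kinetic read ex480/em540 at 5-min intervals ×30 min; data normalized to 6.5 mM cAMP agonist control.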
# CCT modulator – cytosolic chaperonin activity modulation. purified chaperonin ATPase assay, HTRF ADP detection, 30 min. activity change, % (no concentration beside the values), hits read low. 360,000 compounds, 0.3% hits; in the data active = activity change below about -30%; also: % is scaled to controls: 0 for no effect and ±100 for the full control effect
#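 Enzyme 40 or 20 nM (batch-dependent) in Tris pH 7.4/KCl/MgCl2/DTT; cpd 76 uM single point; ATP 10 uM; 30 min 37 °C; Transcreener ADP HTRF detection, 30 min RT; ratio 665/615.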
# PLK1 PBD block – inhibitors of human PLK1 polo-box domain binding; AID 720504; Plk1 PBD binding of FITC phosphopeptide, fluorescence polarization; 360,000 compounds, 2.8% hits; Potency, µM, inactives show max response, negative = inhibition, hits mostly inhibitors; also: potency is read from the fitted curve at half-maximal effect; series mostly up to about 57 µM; % is scaled to controls: 0 for no effect and ±100 for the full control effect; nearly all actives have a fitted effect of over 65% in size
# IL-2 act – activates IL-2 in a cell-based reporter assay; IL-2 activation reporter assay, cell-based qHTS; stimulated with anti-CD3/CD4/CD28 beads; in transgenic mouse T cells; AID 652025; 360,000 compounds, 0.065% hits; activation, % (series mostly up to about 46 µM); in the data active = activation above about 50%; inconclusive = mostly about 30% to 49%; also: 0% is about no effect
#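 EGFP and DsRed fluorescence is measured by plate cytometry in unstimulated transgenic mouse T cells exposed to compound for 60 minutes, then stimulated 18 hours at 37 degrees C with anti-CD3/anti-CD4 beads plus anti-CD28.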
# EPAC1 antagonist – EPAC1 (human) antagonism; Potency, µM (titrated, usually from 115 µM), without a hit: at the top dose activity change, negative = inhibition, actives largely listed as inhibitors; EPAC1 GEF assay, Rap1b-BODIPY-GDP exchange fluorescence; AID 720709; 360,000 compounds, 0.14% hits;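 also: potency is read from the fitted curve at half-maximal effect; plate controls were vehicle for no effect and positive control for full effect; nearly all actives have a fitted effect of over 50% in size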
# WRN helicase inh – inhibitors of human WRN helicase; Q14191; WRN helicase unwinding, fluorescent forked duplex, kinetic; Potency, µM (doses to about 114 µM), inactives show top-dose activity change, negative = inhibition, most hits filed as inhibitors; 360,000 compounds, 0.46% hits; AID 651768; also: potency is read from the fitted curve at half-maximal effect; % is scaled to controls: 0 for no effect and ±100 for the full control effect; nearly all actives have a fitted effect of over 55% in size
#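 WRN at 20 nM final was preincubated with compound for 15 min at room temperature; reaction started with 100 nM forked duplex oligonucleotide carrying fluorophore and quencher plus 2 mM ATP (final). Unwinding followed kinetically by red fluorescence (ex 525/em 598 nm).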
# PI5P4K alpha inh – blocks human PI5P4K alpha kinase activity. P48426. PI5P4Kalpha enzyme, ADP-Glo luminescence, 60 min; active compounds read low. max response, %. 330,000 compounds, 1.2% hits; active = max response of -50% or lower; inconclusive = between -30% and -50%; inactive = -30% or higher; also: value at the top dose of about 77 µM; % is scaled to controls: 0 for no effect and ±100 for the full control effect
#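 Single end-point luminescence (ADP-Glo) quantified ADP from PI5P4Kalpha turnover; ATP 5 microM final, 1 h at RT, 0.1% CHAPS and 0.28 mM EGTA in HEPES pH 7.4.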
# Active calls of the source: *; ? = inconclusive; · = no result given; [ ] = remark or other dose. Unless noted, calls follow the shape of the dose curve; as a rule, active = well fitted curve in the direction sought with a large enough effect; inconclusive = small, poorly fitted or top-dose-only effect, or another doubt; inactive = no such curve, though single readings can be large; an effect the other way counts as inactive or inconclusive.
SMILES	EPAC2 ag	EPAC1 ag	CCT modulator	PLK1 PBD block	IL-2 act	EPAC1 antagonist	WRN helicase inh	PI5P4K alpha inh
N#Cc1c(N)nc2c(c1-c1ccc(F)cc1)CCC2	11.8%	-1.0%	-4.4	-0.7%	0.3	9.4%	-1.0%	0.4
COc1cc(NC(=O)CN2CCN(c3ccccn3)CC2)cc(OC)c1OC	10.1%	-16.3%	-1.2	-7.1%	-0.2	-15.2%	4.5%	0.9
Cc1ccc(SCC(=O)NCCSCc2ccccc2)cc1	0.4%	-0.2%	-0.5	-0.2%	2.2	-9.7%	-1.8%	2.6
O=S1(=O)CC(N2CCN(CC3CC3)CC2)CN1Cc1ccc(F)cc1 (stereo unspecified)	3.3%	2.2%	-0.6	-2.7%	0.4	9.2%	4.1%	-2.1
COc1ccccc1C(=O)N/C(=C\c1ccccc1)C(=O)NCc1ccco1	-1.3%	9.1%	-1.5	-1.3%	-3.1	8.2%	-1.0%	2.2
COc1ccc(CC(=O)NCC2CCCN(Cc3cccc(SC)c3)C2)cc1 (stereo unspecified)	6.2%	0.7%	-8.3	?	-0.2	-0.5%	13.7%	0.0
C=CCN(C(=O)CNC(=O)c1ccco1)C(C(=O)NC1CCCCC1)c1ccccc1 (stereo unspecified)	3.2%	2.8%	-1.6	-2.1%	-1.9	4.4%	-4.9%	1.0
Cc1cc(-c2csc(NC(=O)c3ccc(=O)n(C)n3)n2)c(C)n1CC1CCCO1 (stereo unspecified)	-3.8%	-9.5%	1.2	-8.0%	-1.4	-27.9%	-29.4%	-3.4
CCOc1ccc(CCNC(=O)COC(=O)c2n[nH]c3ccccc23)cc1OCC	-1.6%	0.5%	-1.2	-4.2%	-2.0	-3.1%	9.3%	2.4
C(=N\Nc1ccccc1)/c1nc2ccccc2s1	4.1%	-4.9%	-1.5	2.2%	1.9	1.5%	1.5%	-0.9
O=C(CC(=O)N1CCOCC1)N1CCOCC1	2.5%	-3.6%	-3.2	2.1%	0.4	-11.0%	-25.6%	0.4
O=C(CCC(=O)Nc1ccccc1Cl)NNC(=O)C1CCCCC1	-2.3%	3.1%	0.2	3.5%	0.2	6.0%	-1.5%	0.8
COc1ccc(/C=C(\NC(=O)c2ccc(C)cc2)C(=O)NCCCn2ccnc2)cc1	6.0%	-1.3%	-0.8	-3.7%	1.0	2.4%	9.6%	-2.2
CCOC(=O)C1=C(C)N(C)C(=O)NC1c1cccc([N+](=O)[O-])c1 (stereo unspecified)	-0.8%	-2.2%	0.0	0.8%	-1.8	-4.3%	-3.5%	0.6
Cc1onc(-c2ccccc2)c1C(=O)N(C)CC(=O)Nc1ccc(F)c(F)c1F	9.6%	-6.0%	0.9	1.4%	0.9	1.8%	0.5%	0.5
COc1cc(/C=N/NC2=NS(=O)(=O)c3ccccc32)cc(OC)c1OC	4.5%	-4.5%	3.7	4.6%	-2.5	5.1%	2.0%	1.3
CC(C)Cc1nnc(NS(C)(=O)=O)s1	5.8%	-3.4%	-1.4	?	-0.6	15.6%	0.9%	-14.1
Cc1nc2ccccc2n1CC(=O)OCC(=O)NCCc1ccccc1	1.8%	0.6%	-0.8	0.3%	0.7	7.1%	3.2%	-2.0
Cc1cccc(NC(=O)c2cccc(S(=O)(=O)N(C)C3CCCCC3)c2)n1	7.3%	18.3%	-1.0	-0.6%	-2.4	-8.1%	2.7%	0.8
CCOC(=O)Cn1nc2oc(=O)c(CCN3CCN(c4ccccc4OC)CC3)c(C)c2c1C	1.8%	8.3%	0.4	-0.8%	-2.6	4.0%	-7.8%	1.3
Cc1ccc(/C=N/NC(=O)CNC(=O)c2cccc([N+](=O)[O-])c2C)o1	0.7%	-6.1%	-0.1	-0.4%	0.6	13.8%	4.1%	2.0
CCOc1ccc(C2c3c(oc4ccccc4c3=O)C(=O)N2c2ccc(C)cn2)cc1OC (stereo unspecified)	13.0%	0.8%	-1.2	-8.3%	0.0	-7.2%	2.7%	3.4
COc1ccc(-c2nc3nc(C)c(Cc4ccccc4)c(=O)n3[nH]2)cc1	0.8%	-5.1%	0.9	-2.3%	1.8	-0.8%	-20.7%	0.2
O=S(=O)(c1ccc2c(c1)OCCO2)N1CCN(Cc2ccccc2)CC1	10.1%	10.3%	-0.7	1.4%	-0.7	3.0%	-3.6%	4.1
CC1Cc2ccccc2N1C(=O)CSc1nncn1C (stereo unspecified)	7.0%	5.9%	-1.3	-16.3%	-3.1	-6.2%	-15.9%	-0.1
CCN(CC)Cc1c(C(=O)N/N=C/c2cccnc2)nnn1-c1nonc1N	-0.4%	-2.3%	1.0	0.2%	-0.3	11.6%	2.2%	5.9
Cc1cc(C)c(C#N)c(N2CCCC2)n1	4.2%	-3.1%	0.3	-1.3%	0.1	13.3%	-6.2%	·
Cc1cc(C)c2c(c1)[C@@H]1C=CC[C@@H]1[C@H](c1ccc(S(=O)(=O)N3CCOCC3)cc1)N2	-16.6%	-4.6%	1.6	?	-0.6	-0.8%	-21.2%	?
CCOc1ncccc1C(=O)OCc1ccc(C(=O)OC)o1	5.0%	-8.1%	-2.4	-5.6%	-0.3	5.9%	-2.8%	-4.3
COCCN1C(=O)C(=O)/C(=C(/O)c2ccc(S(=O)(=O)N3CCOCC3)cc2)C1c1ccc(O)cc1 (stereo unspecified)	-7.9%	0.9%	-1.8	5.1%	1.4	12.5%	2.2%	-6.2

# Entries of single compounds as entered above. Screens in order: EPAC2 ag | EPAC1 ag | CCT modulator | PLK1 PBD block | IL-2 act | EPAC1 antagonist | WRN helicase inh | PI5P4K alpha inh
# Cc1cc(C)c(C#N)c(N2CCCC2)n1 in the list: 4.2% | -3.1% | 0.3 | -1.3% | 0.1 | 13.3% | -6.2% | ·
# COc1ccc(CC(=O)NCC2CCCN(Cc3cccc(SC)c3)C2)cc1 (stereo unspecified) in the list: 6.2% | 0.7% | -8.3 | ? | -0.2 | -0.5% | 13.7% | 0.0

# Remaining list, next part:
SMILES	EPAC2 ag	EPAC1 ag	CCT modulator	PLK1 PBD block	IL-2 act	EPAC1 antagonist	WRN helicase inh	PI5P4K alpha inh
COC(=O)c1cccnc1NC(=S)NNC(=O)c1ccncc1	9.6%	-2.2%	-1.5	1.2%	-1.7	10.9%	7.9%	2.4
CCC1C(=O)N=C(SCC(=O)NC2CCCCC2)NC1=O (stereo unspecified)	9.0%	1.0%	-1.7	-11.2%	-1.7	-7.7%	-0.5%	-5.7
COc1ccc([N+](=O)[O-])cc1N(CC(O)CN(C)C)S(=O)(=O)c1ccc(C)cc1 (stereo unspecified)	2.0%	-2.2%	-1.0	-2.8%	0.2	-0.4%	3.5%	2.6
Cn1ccc(NC(=O)c2ccc(Cl)cc2Cl)n1	3.7%	18.6%	1.9	-4.0%	-0.6	-23.9%	2.1%	-5.6
COc1ccc(S(=O)(=O)NCC2CCCN(Cc3ccc(C)o3)C2)cc1 (stereo unspecified)	14.2%	-1.1%	-4.1	-14.4%	3.2	11.2%	1.6%	-9.4
O=C(Cc1ccc(Br)cc1)Nc1ccccc1Sc1ccccc1	4.8%	7.4%	-2.3	0.4%	0.9	0.6%	-8.4%	·
Cc1ccccc1-c1nc(CN2CCC(C(=O)NCc3ccco3)CC2)c(C)o1	-0.3%	0.4%	-3.7	3.2%	-0.4	3.7%	-6.8%	0.7
Cc1ccc(SCCC(=O)Nc2cccc(N(C)S(C)(=O)=O)c2)cc1	12.2%	8.7%	-1.1	1.6%	-0.2	-10.7%	-7.2%	-3.4
CC(C)N(Cc1nccn1C)C(=O)c1cc(COc2ccc(-n3cncn3)cc2)on1	-1.9%	-7.4%	1.6	-2.8%	-1.5	14.3%	-8.0%	4.2
O=S(=O)(c1cccc(Br)c1)N1CCN(CCc2ccccc2)CC1	19.6%	11.8%	-0.5	-4.0%	4.5	9.5%	3.5%	-6.2
CCOC(=O)c1c(C)[nH]c(C(C)=NNC(=O)c2cccs2)c1C	-0.6%	2.6%	-0.3	0.5%	1.1	-4.2%	-8.7%	-4.0
COc1ccc(C(OC(=O)c2ccco2)C(=O)NCc2ccc(C)cc2)cc1 (stereo unspecified)	-12.0%	-3.6%	-3.6	-9.2%	-0.8	5.2%	2.0%	1.5
Cc1cc(C)c2c(=O)c(C#N)coc2c1	-2.9%	-6.6%	-0.3	16.8µM*	-0.1	?	56.2µM*	?
CCOC(=O)c1nnc(-c2ccccc2)nc1N1CCSCC1	4.5%	5.4%	2.7	-4.7%	-3.1	-21.3%	-20.8%[57.1 µM]	2.5
O=C(CSCc1ccccc1)N/N=C/c1cc2c(cc1Br)OCO2	8.7%	-6.9%	-0.5	1.2%	0.0	5.0%	-16.0%	3.3
O=C(c1cccc(-c2nnc(-c3ccccc3)o2)c1)N1CCCCCC1	3.3%	6.7%	-3.2	-12.4%	-3.7	6.1%	-1.9%	·
COCCNC(=O)C(c1ccc(C)o1)N(Cc1ccc(OC)cc1)C(=O)Cn1nnc2ccccc21 (stereo unspecified)	-3.9%	4.4%	-0.2	3.1%	-1.7	6.6%	-0.3%	-4.5
CCOC(=O)c1sc(NC(=O)CCSC)nc1C	-5.6%	0.4%	-0.1	-10.3%	-0.1	6.0%	5.5%	·
O=C(c1nn(Cc2ccccc2)c(=O)c2ccccc12)N1CCN(C/C=C/c2ccccc2)CC1	7.0%	1.7%	-4.0	-0.6%	0.4	-14.6%	-3.1%	-5.8
CCOc1cccc(C(=O)Nc2ccncc2)c1	-9.3%	-5.5%	1.8	6.1%	-0.2	1.6%	2.4%	-2.6
CCOC(=O)c1[nH]c2ccccc2c1CCCN1C(=O)c2ccccc2C1=O	19.4%	8.9%	-0.9	-14.8%	-2.6	-21.4%	-15.7%	13.2
NNC(=O)C1C(O)CCC2CN3CCc4c([nH]c5ccccc45)C3CC21 (stereo unspecified)	0.5%	21.5%	1.1	-3.9%	3.5	15.2%	9.6%	11.5
COc1ccc([C@H]2CC(=O)C=C(c3ccccc3)C2)cc1	12.0%	0.3%	-2.5	-2.9%	0.4	-6.6%	-5.5%	1.3
CNC(=O)c1c(NC(=O)c2ccc(S(=O)(=O)N3CCCCC3)cc2)sc2c1CCN(C(C)C)C2	5.3%	16.1%	-0.1	10.0%	-0.4	0.7%	6.3%	6.7
CN=C1S/C(=C\c2ccc(N3CCCC3)c(F)c2)C(=O)N1C	-3.1%	9.5%	-1.6	-22.9%	-0.6	6.1%	-10.4%	17.9

# Some of the compounds tested, so the mix of outcomes need not match the whole.
